MCL1 BIM primary: inhibitors of MCL1 binding to BIM-BH3, primary screen, biochemical, fluorescence polarization. inhibition, % at 10.9 µM. actives 0.68% (n = 320,000). Induced myeloid leukemia cell differentiation protein Mcl-1 (Homo sapiens), Q07820. GST-MCL1 / FITC-Bim-BH3 fluorescence polarization;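 active = inhibition above the mean inhibition of all tested compounds plus 3 SD, set per campaign, cut at about 40% in these data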;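 note: 0% = DMSO wells and 100% = unlabeled Bim-BH3 peptide control; higher means more loss of mP so more displacement of Bim peptide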
Bcl-xL primary: inhibitors of human Bcl-xL, primary screen, biochemical, fluorescence polarization, HTS; Bcl-2-like protein 1 (Homo sapiens), Q07817; inhibition, % at 10.9 µM; actives 0.7% (n = 320,000); GST-Bcl-xL / FITC-Bim BH3 peptide fluorescence polarization;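 active = inhibition above the mean of all tested compounds plus 3 SD, cutoff set per campaign, cut at about 30% in these data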;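 note: 0% = DMSO wells and 100% = unlabeled Bim-BH3 peptide competitor; inhibitors lower millipolarization by displacing the labeled peptide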
pPAFAH FP inh: pPAFAH enzyme inhibitors, primary screen, biochemical, fluorescence polarization, human | Platelet-activating factor acetylhydrolase (Homo sapiens), Q13093 | recombinant pPAFAH, FP-rhodamine probe fluorescence polarization | inhibition, % at 3.39 µM | actives 1.5% (n = 330,000) | AID 463082, 2010;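 active = inhibition above the mean inhibition across the screen plus 3 SD, cut at about 25% in these data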;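 note: inhibitors block binding of the rhodamine activity-based probe so polarization drops; 0% = enzyme with DMSO and 100% = wells lacking pPAFAH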
GLD-1 TGE inh: GLD-1/TGE RNA complex disruptors, primary screen, biochemical, fluorescence polarization | purified GLD-1 + fluorescein TGE RNA | Female germline-specific tumor suppressor gld-1 (Caenorhabditis elegans), Q17339 | inhibition, % at 5.96 µM | actives 0.44% (n = 320,000);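 active = percent inhibition above a per-plate cutoff, the plate mean of test compounds plus 3 SD, cut at about 30% in these data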;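 note: 0% = DMSO wells with GLD-1 and probe and 100% = wells lacking GLD-1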
AHR activator: AHR activators, primary screen, cell-based, luminescence, luciferase reporter, human; AID 2796, 2010; AHR-responsive luciferase reporter cells; Aryl hydrocarbon receptor (Homo sapiens), P35869; activation, % at 5 µM; actives 2.5% (n = 320,000); in the data active = activation above about 47%;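 note: 0% = vehicle wells and 100% = reference agonist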
Target sequence (P35869 whole entry, looked up): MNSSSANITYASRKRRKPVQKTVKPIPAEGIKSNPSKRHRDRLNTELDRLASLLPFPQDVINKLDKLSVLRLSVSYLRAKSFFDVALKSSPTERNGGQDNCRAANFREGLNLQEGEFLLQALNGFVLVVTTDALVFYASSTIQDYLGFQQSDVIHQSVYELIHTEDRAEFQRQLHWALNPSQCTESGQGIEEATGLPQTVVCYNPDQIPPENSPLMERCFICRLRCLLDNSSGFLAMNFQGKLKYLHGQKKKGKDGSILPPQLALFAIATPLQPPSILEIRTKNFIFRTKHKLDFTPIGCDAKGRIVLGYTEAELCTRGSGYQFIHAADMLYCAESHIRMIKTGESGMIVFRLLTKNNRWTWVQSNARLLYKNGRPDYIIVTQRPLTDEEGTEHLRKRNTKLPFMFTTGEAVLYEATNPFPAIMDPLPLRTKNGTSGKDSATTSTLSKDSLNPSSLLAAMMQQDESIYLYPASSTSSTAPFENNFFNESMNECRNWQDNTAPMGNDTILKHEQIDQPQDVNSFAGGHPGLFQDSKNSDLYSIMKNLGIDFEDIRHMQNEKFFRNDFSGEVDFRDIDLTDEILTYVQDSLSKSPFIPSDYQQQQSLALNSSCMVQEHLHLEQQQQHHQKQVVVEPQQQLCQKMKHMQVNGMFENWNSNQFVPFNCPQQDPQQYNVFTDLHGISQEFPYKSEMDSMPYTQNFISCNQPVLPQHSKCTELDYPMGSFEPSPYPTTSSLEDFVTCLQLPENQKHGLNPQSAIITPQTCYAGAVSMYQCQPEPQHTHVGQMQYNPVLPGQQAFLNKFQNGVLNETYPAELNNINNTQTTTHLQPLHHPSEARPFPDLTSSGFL
PME-1 inh: PME-1 inhibitors via competitive probe labeling, primary screen, biochemical, fluorescence polarization, FP-Rh probe, HTS; recombinant PME-1; actives 0.53% (n = 320,000); Protein phosphatase methylesterase 1 (Homo sapiens), Q9Y570; inhibition, % at 5.9 µM;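 active = inhibition above the campaign mean of all compounds plus 3 SD, cut at about 26% in these data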;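 note: competitive labeling of PME-1 active site by serine hydrolase directed probe; 0% = PME-1 with DMSO and 100% = wells lacking PME-1 enzyme; inhibitors block probe labeling so polarization falls and inhibition rises; many of its hits are not listed in these tables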
PAFAH1B2 FP inh: PAFAH1B2 enzyme inhibitors, primary screen, biochemical, fluorescence polarization, human; actives 1.2% (n = 340,000); Platelet-activating factor acetylhydrolase IB subunit alpha2 (Homo sapiens), P68402; inhibition, % at 3.39 µM; recombinant PAFAH1B2, FP-rhodamine activity probe;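 active = inhibition above the mean of all tested compounds plus 3 SD, cut at about 24% in these data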;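 note: 0% = enzyme with DMSO and 100% = wells lacking PAFAH1B2; many of its hits are not listed in these tables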
Target sequence (P68402 whole entry, looked up): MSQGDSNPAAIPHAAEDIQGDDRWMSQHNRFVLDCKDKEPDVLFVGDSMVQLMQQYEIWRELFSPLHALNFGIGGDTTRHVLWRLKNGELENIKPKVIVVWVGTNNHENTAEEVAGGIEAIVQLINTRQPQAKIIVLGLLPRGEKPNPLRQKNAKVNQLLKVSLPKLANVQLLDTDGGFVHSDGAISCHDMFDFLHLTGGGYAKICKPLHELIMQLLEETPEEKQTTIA
Fam108B counter: mouse Fam108B serine hydrolase inhibitors, primary screen, counter-screen for RBBP9 inhibitor project, biochemical, fluorescence polarization | inhibition, % at 9.51 µM | recombinant Fam108B, FP-Rh probe fluorescence polarization | actives 0.33% (n = 300,000) | AID 1947, 2009;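 active = inhibition above the screen mean inhibition plus 3 SD, computed separately per campaign, cut at about 18% in these data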;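 note: inhibitors lower polarization as less probe binds the enzyme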
MEX-5 binding: MEX-5 zinc finger RNA-binding disruptors – biochemical, C. elegans, fluorescence polarization, MLPCN library, primary screen. Zinc finger protein mex-5 (Caenorhabditis elegans), Q9XUB2. MEX-5/FITC-TCR2 RNA binding; active compounds read low. activity score (negative = inhibition of binding), % at 10 µM. actives 0.38% (n = 300,000). AID 1832, 2009;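 active = inhibition past about -25% in most replicates, and total fluorescence under double the plate's negative control median, limit read from the data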;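 note: 0% = DMSO and -100% = 5 µM competing unlabeled TCR2 RNA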
Active calls of the source: *; / = not tested or not shown; & = joins results of further samples. An excerpt, so the mix of outcomes need not match the whole.

SMILES	MCL1 BIM primary	Bcl-xL primary	pPAFAH FP inh	GLD-1 TGE inh	AHR activator	PME-1 inh	PAFAH1B2 FP inh	Fam108B counter	MEX-5 binding
O=S(=O)(N1CCCCCC1)N1CCNCC1	12	3	5	-3	0	1	5	-2	3.7
Cc1ccc(-n2c(C)cc(/C=N/NC(=O)c3ccncc3)c2C)cc1	10	3	5	2	11	-2	5	-1	-0.2
Cc1cnc(C(=O)OCC(=O)NC(C)C)cn1	0	1	-4	11	-1	-3	0	-1	0.3
O=C(NCc1ccccc1)c1ccc(C2SCC(=O)N2Cc2ccccc2)cc1 (configuration not stated)	7	1	10	0	0	-3	2	-3	-2.0
CC(=O)N1N=C(c2ccc(C)cc2)CC1c1ccc2c(c1)OCO2 (configuration not stated)	-12	3	-1	-4	11	0	4	-1	0.9
CCC/C=C(\CCC)C(NC(=O)OCC(C)C)c1ccc(C(=O)OC)cc1 (configuration not stated)	5	4	2	-7	4	1	-1	0	2.7
COc1ccc(Cl)cc1-c1nc(SCC(=O)NC2CC2)n[nH]1	2	0	-5	8	24	-3	0	0	-1.0
COc1cccc(N2C(=O)CC(NNC(=O)c3cccs3)C2=O)c1 (configuration not stated)	2	5	-1	-2	3	3	-2	2	-0.1
CC1Sc2ccc(S(=O)(=O)CCC(=O)NC3CCCCC3C)cc2NC1=O (configuration not stated)	-2	-4	7	-4	0	3	2	0	-1.2
COc1ccc2c(=O)cc(CO)oc2c1	/	/	2	2	9	/	7	/	/
Cc1nc(SCC(=O)N2CC(C)OC(C)C2)nc(C)c1C (configuration not stated)	-4	2	4	-5	1	3	1	-2	2.1
O=C(Nc1ccccc1)N1CCC(C(=O)N(Cc2ccco2)Cc2cccs2)CC1	1	4	7	6	0	1	7	-3	-2.5
Cn1cccc1C(=O)NC(=O)COC(=O)c1ccccc1O	-4	3	6	-7	-2	1	-1	0	-0.3
Cc1cc(N2C(=O)C(=O)/C(=C(/O)c3ccc(F)cc3)C2c2ccc(Cl)cc2)no1 (configuration not stated)	3	3	-2	-4	1	-13	6	3	-1.5
Cc1nnc(NC(=O)c2ccc(-c3cccc(C(F)(F)F)c3)o2)s1	6	5	-5	-7	9	-2	6	-8	/
COc1ccc(C(=O)C[n+]2cc(-c3ccc(OC)cc3)n3c2CCCC3)cc1	5&-3	6&2	3&-4	3&-4	2&2	-2&0	6&7	-1&-2	3.0&0.3
Clc1ccc(-n2ncc3c(NCc4ccco4)ncnc32)cc1	11	5	3	3	-6	-9	1	1	-4.9
CC(=O)Nc1ccc(NC(=O)COC(=O)c2c(-c3ccccc3)noc2C)cc1	-3	-3	-4	3	-1	5	6	/	/
CCOc1ccc(CN2CCNC(=O)C2CC(=O)NCCCC2CCCC2)cc1 (configuration not stated)	3	8	13	4	-1	6	11	2	4.3
CCN(CC)c1ncc(C)c(=O)[nH]1	5	6	-2	-1	0	-1	-1	6	0.0
COc1ccc(C(C(=O)NCC2CCCO2)N(C(=O)CNC(=O)c2ccco2)c2ccc(C)c(C)c2)cc1OC (configuration not stated)	-2	0	5	3	0	3	4	-4	1.5
N#Cc1c(NC(=O)CSC2=NCCS2)sc2c1CCCC2	8	1	0	1	2	2	-3	-1	3.6
C=C(C)CSc1nc(N)c2c3c(sc2n1)CCC3	10	6	4	1	30	-1	1	-2	-1.5
CCC1(c2ccccc2)NC(=O)N(CC(=O)Nc2ccccc2C(=O)NC2CC2)C1=O (configuration not stated)	-11	-5	0	3	1	4	3	-3	-0.1
Cc1cc(NC(=O)CS(=O)(=O)c2cn(Cc3ccc(F)cc3)c3ccccc23)no1	3	2	0	0	-1	0	7	2	-0.9
NC[C@H](Cc1ccccc1)NCCc1cc(C(F)(F)F)cc(C(F)(F)F)c1	/	/	-3	-1	2	/	4	/	/
O=C(Nc1ccccc1)C(=O)c1c[nH]c2ccccc12	1	1	-6	4	102*	-14	2	-7	3.4
Cc1cc(C)cc(NC(=O)c2cc(C)nc3ccccc23)c1	4	5	1	-9	9	1	4	2	-1.9
COc1ccc(C(=O)N/C(=C\c2cn(C)c3ccccc23)C(=O)OCCN(C)C)cc1	-3	-2	2	-46	100*	-2	-1	1	1.4
CCOC(=O)/C=C1\SCC(=O)N1CC(=O)Nc1cccc(F)c1	-13	-4	0	-3	2	2	7	0	0.7
CCOc1ccc2nc(NC(=S)NCc3ccccc3)sc2c1	11	2	3	-2	-7	3	0	-3	1.4
Nc1nonc1-n1nnc(C(=O)N/N=C/c2cccc(F)c2)c1CN1CCCC1	-5	5	5	5	-2	1	0	-2	0.3
CCOC(=O)c1c(C)n(C)c2ccc(OCC(O)CN(CC)CC)cc12 (configuration not stated)	4	5	0	-2	5	-5	-1	2	-1.2
COCc1cc(C)nc(SCc2nc3ccccc3c(=O)[nH]2)c1C#N	3	7	11	-9	34	9	9	1	-0.1
COc1ccc(S(=O)(=O)N2CCOCC2)cc1NC(=O)CSc1nc(C)c(C)c(C)n1	/	/	2	-5	1	/	6	/	/
O=C(NC1=NCCS1)c1ccc2c(c1)C(=O)N(Cc1ccco1)C2=O	5	2	7	13	12	-1	0	0	-1.0
Cc1cc(O)c(C(C)C)cc1N=Cc1ccccc1O	-4	4	1	-1	1	11	5	-2	1.5
Cc1cccc(OCC(=O)NC2CCCC2)c1	-1	6	3	-3	3	7	6	1	-0.2
Cc1ccc(-c2nc3ccccc3s2)cc1NC(=O)c1cc(-n2cnnc2)ccc1Cl	1	2	-5	-2	8	-9	-3	-5	0.4
CCc1ccc(N2CC(C(=O)Nc3ccc(F)cc3)CC2=O)cc1 (configuration not stated)	7	11	-2	0	1	-1	4	2	-0.1
Cc1ccccc1CN(c1ccc(C(=O)N2CCCC2)cc1)S(C)(=O)=O	7	4	0	2	0	-1	-6	16	2.6
Cc1cc(Nc2ccccc2)n2nc(C)c(-c3ccccc3)c2n1	-2	-1	9	6	10	3	7	1	1.5
O=C(NCCCN1CCOCC1)c1cc2cc(Br)ccc2oc1=O	-2	0	3	-1	3	2	5	-2	-0.8
O=C(/C=C/C=C/c1ccccc1)c1ccco1	4	3	11	4	1	-5	-4	-2	0.1
CCOc1ccc(-c2nnc(SCC(=O)N3CCCC3)o2)cc1	4	-1	1	7	2	10	4	-2	-2.4
OCCC1CN(Cc2ccc3nsnc3c2)CCN1C1CCCC1 (configuration not stated)	-2	5	2	1	-1	1	3	1	2.0
CC(=O)Nc1ccc(S(=O)(=O)NCc2ccc(C(=O)NCc3ccc4c(c3)OCO4)cc2)cc1	7	2	1	-4	5	-6	-1	1	1.3
CCOC(=O)C1CCN(S(=O)(=O)CCNC(=O)c2cccc(OC)c2)CC1	8	5	1	-2	1	-4	3	2	0.4
CSCc1nc2sc(C(=O)Nc3nc(C)cs3)c(C)c2c(=O)[nH]1	-2	2	10	-14	6	-6	-1	0	0.9
N/C(=N\O)c1cccc(CS(=O)(=O)c2ccccn2)c1	3	4	4	5	0	2	7	1	-4.8
Later entries.
SMILES	MCL1 BIM primary	Bcl-xL primary	pPAFAH FP inh	GLD-1 TGE inh	AHR activator	PME-1 inh	PAFAH1B2 FP inh	Fam108B counter	MEX-5 binding
Cc1ccc(/C=C/C(=O)Nc2ccc(O)c3c(=O)cc(-c4ccccc4Cl)oc23)cc1	0	4	-4	0	18	-10	6	-2	0.5
O=C(CSc1nccn1-c1ccc(F)cc1)NCc1ccc2c(c1)OCO2	-4	10	1	1	7	2	-4	-1	-0.8
Cc1cc(Nc2cccc(Cl)c2)nc(N2CCOCC2)n1	8	4	1	2	52*	6	2	3	1.5
CCn1c(SCC(=O)N2CCCc3ccccc32)nc2ccccc2c1=O	6	7	3	9	0	0	-1	2	/
COc1ccc(-c2noc(-c3ccoc3C)n2)cc1OC	2	1	3	-4	3	5	8	0	0.3
CCN(CC)C(=O)COc1coc(CN2CCN(Cc3ccccc3)CC2)cc1=O	8	6	0	1	-1	-1	8	2	1.2
C=CCNC(=O)CSc1nc2sccc2c(=O)n1-c1ccccc1	1	0	9	-7	4	0	3	2	-0.2
CC(=O)Nc1cccc(-c2nc3ccc(NC(C)=O)cc3[nH]2)c1	1	6	1	0	6	-2	-8	0	2.1
COc1ccc(C(=O)C2CCCN(C(=O)c3ccnn3C)C2)cc1OC (configuration not stated)	1	6	5	2	4	-2	3	0	0.7
COc1ccc(N2C(=O)C(OC(C)=O)C2c2ccc(C)cc2)cc1 (configuration not stated)	3	4	3	12	0	-4	3	4	-2.0
COc1ccc(NC(=O)CSc2nc3[nH]c(=O)cc(O)c3s2)cc1OC	6	7	8	4	2	6	-1	/	/
Cc1cc(C)n(-c2nc3ccccc3n3c(C)nnc23)n1	-17	-8	1	-4	5	1	4	5	-0.4
COc1ccc(C2CC(=O)N3CN(c4ccccc4F)CSC3=C2C#N)cc1OC (configuration not stated)	-13	-21	-2	9	-1	-1	-2	7	2.8
CCOC(=O)c1nnn(-c2nonc2N)c1-c1ccc(OCC)cc1	5	7	4	-4	2	-4	3	4	-2.3
Cc1ccc(-c2noc(-c3ccoc3C)n2)cc1	-6	2	-2	-4	11	-6	-6	1	0.3
Cc1[nH]n(-c2ccc([N+](=O)[O-])cc2)c(=O)c1C=NCCN1CCN(C(=O)c2ccc(F)cc2)CC1	9	4	4	0	5	-2	3	-2	0.8
Clc1ccc(Cn2ncc3c(NCc4ccccc4)ncnc32)cc1	-3	8	2	3	1	-4	4	-4	-0.7
O=C(Nc1ccccc1F)c1ccn[nH]1	-4	0	2	3	-2	2	1	1	-0.8
O=C(C1CC(c2ccccc2O)=NO1)N1CCCCC1 (configuration not stated)	-5	1	4	-2	0	-1	2	-3	-3.6
C=CCN(Cc1ccco1)S(=O)(=O)c1ccc(Cl)cc1	3	-3	9	5	-2	-3	15	-3	0.1
Cc1ccc(S(=O)(=O)CCN2CCC(n3cccc3)CC2)cc1	0	4	3	7	-1	-1	1	-1	-0.5
O=C(Nc1ccc(F)cc1F)N1CCCN(c2ccc(C(F)(F)F)cn2)CC1	6	4	-5	2	-7	-2	6	7	3.3
CCCOc1ccc(N2C(=O)CC(S/C(N)=N/N=C(\C)c3cccs3)C2=O)cc1 (configuration not stated)	6	8	12	8	3	-1	7	9	1.3
O=[N+]([O-])c1ccc(-c2cnc(NO)nc2)cc1	-26	8	3	-2	-1	3	3	11	-1.6
COC(=O)Nc1ccc(SCC(=O)c2cccc([N+](=O)[O-])c2)cc1	10	9	-1	-10	13	8	5	4	3.2
